Bim-Bfl-1: disrupts Bim binding to human Bfl-1 | Q16548 | Bead-based flow cytometry, Bim-Bfl-1 binding inhibition | inhibition, % at 10 µM | hit rate 0.12% among 190,000;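 note: 0% = wells without compound plus tracer and 100% = blocker peptide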
Bim-Bcl-XL: inhibitors of Bim-Bcl-XL interaction, human; Bim peptide-Bcl-XL binding, bead flow cytometry, fluorescence; inhibition, % at 10 µM; hit rate 0.04% among 190,000; AID 1007
Bcl-2 Bim block: inhibitors of Bim-Bcl-2 interaction, human; P10415; inhibition, % at 10 µM; Bead-based flow cytometry, Bim peptide-Bcl-2 binding; AID 950; hit rate 0.06% among 190,000; in the data active = inhibition above about 40%; inconclusive = no clear call, values can overlap the other calls;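 note: 0% = no compound wells with probe peptide and 100% = reference peptide inhibitor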
ABCG2 inh: human ABCG2 inhibition, ABCB1 as counter-screen. AID 1325. inhibition, % at 6.6 µM. IgMXP3 cells, JC-1 efflux, flow cytometry. hit rate 0.1% among 190,000;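 active = inhibition above 80%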;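 note: 0% = DMSO and 100% = nicardipine control wells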
Target sequence (Q9UNQ0 whole entry, looked up): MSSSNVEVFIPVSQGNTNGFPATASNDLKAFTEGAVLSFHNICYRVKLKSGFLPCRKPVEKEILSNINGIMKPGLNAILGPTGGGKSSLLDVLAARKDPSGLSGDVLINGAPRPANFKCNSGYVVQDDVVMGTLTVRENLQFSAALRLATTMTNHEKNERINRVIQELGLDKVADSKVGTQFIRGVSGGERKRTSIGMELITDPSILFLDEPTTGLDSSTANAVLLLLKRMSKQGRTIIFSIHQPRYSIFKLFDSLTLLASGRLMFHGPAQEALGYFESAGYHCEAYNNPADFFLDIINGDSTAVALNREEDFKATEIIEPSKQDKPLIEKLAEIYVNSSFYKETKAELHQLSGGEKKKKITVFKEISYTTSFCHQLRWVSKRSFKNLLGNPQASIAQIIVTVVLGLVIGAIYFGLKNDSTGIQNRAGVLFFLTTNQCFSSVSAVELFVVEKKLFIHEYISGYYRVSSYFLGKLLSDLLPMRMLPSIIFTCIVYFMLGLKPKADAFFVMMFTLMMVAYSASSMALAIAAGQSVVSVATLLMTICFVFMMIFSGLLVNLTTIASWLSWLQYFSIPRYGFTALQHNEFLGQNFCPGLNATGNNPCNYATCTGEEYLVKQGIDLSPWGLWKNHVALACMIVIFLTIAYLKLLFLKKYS
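Test system: IgMXP3 cells (ABCG2) mixed with DDAO far-red-labelled CCRF-Adr cells (ABCB1). Reagent: JC-1 transporter substrate. Compound dosing: single test compound dose, 6.6 µM final. Times: 10 min compound exposure, 25 °C. Detection: flow cytometry of retained JC-1 fluorescence. Read-out basis: efflux inhibition in percent versus controls. Controls: nicardipine and DMSO wells.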
RGS4-Gao reg: modulates binding of RGS4 to human Galphao | P09471 | binding response (% of control), % at 10 µM | hit rate 0.33% among 220,000 | Multiplexed bead flow cytometry; actives lie on both sides; in the data active = binding response below about 49% or above about 150%; inactive = in between;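 note: fluorescent Galphao activated with aluminum fluoride binding bead-coupled RGS4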
ABCB1 block: blocks JC-1 efflux by human ABCB1 transporter. hit rate 0.067% among 190,000. inhibition, % at 6.6 µM. CCRF-Adr cells, flow cytometry. AID 1326; in the data active = inhibition above about 40%;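 note: 0% = vehicle and 100% = reference inhibitor; higher value means more JC-1 retained so stronger ABCB1 efflux block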
GSH fluor: GSH bead compound fluorescence profile. GSH beads flow cytometry, compound fluorescence 488/530 nm; active compounds read high. fluorescence (KMESF) at 10 µM. hit rate 0.25% among 190,000. AID 1776; in the data active = fluorescence above about 89;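 note: glutathione beads carrying GST-tagged Bcl family fusion proteins plus one bare bead set; values are compound well signal with DMSO vehicle wells as background; inactives centre near 16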
RGS7-Gao: modulates binding of RGS7 to human Galphao; binding response (% of control), % at 10 µM; Multiplexed bead flow cytometry; actives lie on both sides; hit rate 0.35% among 220,000; P09471; in the data active = binding response below about 49% or above about 150%; inconclusive = no clear call, values can overlap the other calls; inactive = in between;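 note: fluorescent Galphao held in activated GDP-AlF4 state binding bead-coupled RGS7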
Bim-Bcl-W: human Bim-Bcl-W interaction inhibition | inhibition, % at 10 µM | Q92843 | bead-based flow cytometry, Bim peptide-Bcl-W binding | hit rate 0.02% among 190,000;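 note: 0% = bound tracer without compound and 100% = peptide blocker; higher means less fluorescent Bim peptide bound to Bcl-W beads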
Target sequence (Q92843 whole entry, looked up): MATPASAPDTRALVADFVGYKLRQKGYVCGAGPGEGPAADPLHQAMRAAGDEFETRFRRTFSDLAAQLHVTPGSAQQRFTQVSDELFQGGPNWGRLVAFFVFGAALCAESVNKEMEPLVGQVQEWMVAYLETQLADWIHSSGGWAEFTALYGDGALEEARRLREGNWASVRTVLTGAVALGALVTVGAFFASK
Bim-Bcl-B: disrupts Bim peptide binding to human Bcl-B; Q9HD36; bead-based flow cytometry; inhibition, % at 10 µM; hit rate 0.073% among 190,000;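 note: 0% = tracer peptide without compound and 100% = reference inhibitor peptide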
Target sequence (Q9HD36 whole entry, looked up): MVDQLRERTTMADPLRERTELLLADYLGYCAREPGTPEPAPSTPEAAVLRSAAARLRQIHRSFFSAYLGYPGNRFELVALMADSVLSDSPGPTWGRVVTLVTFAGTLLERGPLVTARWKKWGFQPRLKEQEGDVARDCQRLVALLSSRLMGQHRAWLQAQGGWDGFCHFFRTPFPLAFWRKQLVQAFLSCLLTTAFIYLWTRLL
Avidin bead fluor: compound fluoresces at 488/530 nm on avidin beads | fluorescence (KMESF) at 10 µM | compound fluorescence 488/530 nm, flow cytometry; active compounds read high | hit rate 0.38% among 220,000; in the data active = fluorescence above about 47; note: inactives centre near 10
The depositor's hits bear a star; ? = inconclusive; / = not tested or not shown. Cut-off read from the data, not from the text of the source, unless noted: active = inhibition above about 40%. Random draw from the library (roughly 1.3% active in at least one column).

SMILES	Bim-Bfl-1	Bim-Bcl-XL	Bcl-2 Bim block	ABCG2 inh	RGS4-Gao reg	ABCB1 block	GSH fluor	RGS7-Gao	Bim-Bcl-W	Bim-Bcl-B	Avidin bead fluor
COc1ccc(C2C3CCCCC3(O)CCN2C(=O)c2cccs2)cc1 (stereo not given)	20	22	17	21	96	1.1	8	100	15	-3	7
O=c1c2ccccc2ncn1CCOCCOc1ccc([N+](=O)[O-])cc1	-4	1	-5	12	103	0.8	16	?	1	-1	10
Cc1c(OCc2nn[nH]n2)ccc2c3c(c(=O)oc12)CCC(C)C3 (stereo not given)	0	-1	-2	2	96	0.5	23	93	-1	-2	36
CCN(CC)c1ccc(N2C(=O)/C(=C\c3cccs3)SC2=S)cc1	-10	0	-2	0	/	0.0	27	/	0	-1	/
CCOC(CCn1c(SCc2cccc([N+](=O)[O-])c2)nc2ccccc2c1=O)OCC	10	-10	-3	18	104	5.5	7	103	-8	-16	4
Cc1cccc(N2C(=O)CC(n3ccnc3)C2=O)c1C (stereo not given)	-6	-2	-2	1	99	0.7	10	98	-3	-3	3
Cc1onc(-c2ccccc2Cl)c1C(=O)Nc1nnc(-c2cccc([N+](=O)[O-])c2)s1	-8	-4	-6	4	101	1.5	25	102	1	-4	7
CC(=O)Oc1cc2oc(=O)c3c(c2cc1Cl)CCC3	-14	-3	-2	1	99	0.1	19	100	1	-5	5
Cc1cccc(NC(=O)C2CCN(S(=O)(=O)c3cccc4cccnc34)CC2)c1	-6	-4	-5	-5	99	-2.4	19	99	-1	-6	6
N/C(=N\OS(=O)(=O)c1ccc(Cl)cc1)c1ccccn1	-5	-7	-4	4	99	0.5	22	100	1	-9	6
CCN(CC)C(=O)C(=O)c1cccn1-c1cccc(OC)c1C#N	-5	-3	0	2	96	1.4	10	95	-1	-6	2
Cc1ccccc1Oc1ncnc(N)c1[N+](=O)[O-]	-3	-2	0	3	103	1.1	15	101	0	0	11
Cc1cc(C)cc(N(C(=O)c2snc(C(N)=O)c2N)C(C(=O)NCC2CCCO2)c2cccs2)c1 (stereo not given)	-3	-4	0	3	100	5.3	20	106	0	-5	7
CCCc1cc(=O)[nH]c(NCc2ccc(Cl)cc2)n1	-7	-11	-3	-3	105	-3.2	33	99	-1	-8	5
CC12CCC(C(=O)Nc3ccc(SC(F)F)cc3)(CC1=O)C2(C)C (stereo not given)	-10	-4	-6	8	101	0.5	5	103	3	-8	8
COc1ccc(-n2c(SCC(=O)NCc3ccco3)nnc2-c2c[nH]c3ccccc23)cc1	0	0	1	3	111	0.6	28	109	-2	-3	4
S=C(NCC1CCCO1)Nc1ccc(Cl)c(Cl)c1 (stereo not given)	-5	-4	-1	36	105	1.5	8	109	-5	-8	8
CCCN(CC1CC1)C(=S)Nc1ccc(C(C)=O)cc1	-2	-4	-5	2	98	0.6	16	101	-2	-6	12
CCN(CC(N)=O)S(=O)(=O)c1ccc(Br)cc1	-15	-15	-9	3	98	0.3	23	96	0	-14	12
CCOC(=O)C(=O)NNc1ccccc1C	6	1	2	1	100	/	9	103	0	2	10
CCCn1nc([N+](=O)[O-])c(C(C#N)c2nc3ccccc3s2)c(Cl)c1=O (stereo not given)	4	24	28	1	111	0.6	5	107	11	4	6
CC(=O)c1ccc(NC(=O)C(C)NCc2ccc(Cl)cc2)cc1 (stereo not given)	-5	0	-6	3	101	0.8	39	98	1	0	24
Cc1cc(-c2ccccc2)nc(=O)[nH]1	-1	0	0	1	99	0.1	13	98	0	-1	38
CCOC(=O)C1(Cc2ccccc2)CCN(C2Cc3ccccc3C2)CC1	-8	-6	-3	1	103	1.3	14	102	-3	-8	13
COc1cc(/C=N/NC(=O)/C(=C/c2ccccc2)CCO)ccc1O	1	-1	0	16	102	0.6	10	99	3	-5	8
O=c1[nH]nc(-c2cccs2)c2ccccc12	-1	0	0	5	99	0.0	27	?	0	-1	14
CCc1[nH]nc2c1C(c1ccncc1)C(C#N)=C(N)O2 (stereo not given)	-2	-3	0	-1	98	-0.1	26	100	-1	0	11
CCC1Oc2ccc(C)cc2N(CC(=O)N(Cc2cccnc2)Cc2ccc(C)o2)C1=O (stereo not given)	-7	0	-1	-1	100	0.2	20	100	5	-6	15
Clc1ccc(CN(Cc2ccc(Cl)cc2)c2nn[nH]n2)cc1	-7	-4	-6	1	101	0.3	11	104	-2	-6	22
COc1cccc(Sc2ccccc2CN(C)C)c1	-15	-4	-7	21	100	1.2	30	100	-1	-6	13

Ordered by length of the SMILES (high to low): 3 of the compounds above
SMILES	Bim-Bfl-1	Bim-Bcl-XL	Bcl-2 Bim block	ABCG2 inh	RGS4-Gao reg	ABCB1 block	GSH fluor	RGS7-Gao	Bim-Bcl-W	Bim-Bcl-B	Avidin bead fluor
CCC1Oc2ccc(C)cc2N(CC(=O)N(Cc2cccnc2)Cc2ccc(C)o2)C1=O (stereo not given)	-7	0	-1	-1	100	0.2	20	100	5	-6	15
COc1cccc(Sc2ccccc2CN(C)C)c1	-15	-4	-7	21	100	1.2	30	100	-1	-6	13
CCOC(=O)C(=O)NNc1ccccc1C	6	1	2	1	100	/	9	103	0	2	10

(continued)
SMILES	Bim-Bfl-1	Bim-Bcl-XL	Bcl-2 Bim block	ABCG2 inh	RGS4-Gao reg	ABCB1 block	GSH fluor	RGS7-Gao	Bim-Bcl-W	Bim-Bcl-B	Avidin bead fluor
Cc1ccc(S(=O)(=O)N2CCN(C(=O)C3=COCCO3)CC2)cc1C	-3	0	-1	3	99	1.0	37	100	-3	3	7
O=Cc1cn(CC(=O)N2CCCCC2)c2ccccc12	-2	-5	-2	0	102	/	11	102	-3	-7	5
O=c1cc(-c2ccco2)oc2ccc(Cl)cc12	0	0	1	4	100	0.3	14	100	4	2	16
CCCCCCn1c(SCC(=O)OC)nc2c1c(=O)[nH]c(=O)n2C	18	-9	-4	1	92	0.6	12	123	-2	-22	3
C/C(=N\NC(=O)COc1c(C)cccc1C)c1cccs1	-7	-2	-1	2	101	0.8	13	105	-1	-3	13
N#CC(C(=O)CCN1C(=O)C2CC=CCC2C1=O)c1nc2ccccc2[nH]1 (stereo not given)	-7	-7	-9	1	92	0.0	35	89	-1	-6	13
CC1(C)OC(=O)C2(Cc3ccccc3N3CCCCC32)C(=O)O1 (stereo not given)	0	2	2	0	105	0.1	8	100	3	0	15
C#CCSc1nnc(-c2cc3c(C(F)(F)F)nn(C)c3s2)n1C	-11	4	-3	3	102	0.3	52	100	7	-5	8
O=C(NCC1CCCO1)c1ccccc1NC(=O)c1cccc2ccccc12 (stereo not given)	0	2	0	-4	86	-4.5	29	91	1	2	15
O=C(COc1ccccc1)Nc1ccc(S(=O)(=O)N2CCCC2)cc1	-4	-4	-5	3	99	-0.1	23	101	-3	-8	5
COc1cccc(-c2nnc(-c3ccco3)o2)c1	-3	-7	-1	0	111	-0.2	10	106	-3	-5	7
CC(C)Cc1oc(C(=O)O)cc1CN	0	-2	2	-1	103	-0.2	21	98	0	-2	13
CCCOc1cccc(CN2CCCCC2c2cccnc2)c1 (stereo not given)	0	-1	3	4	102	1.5	10	99	-2	0	14
COc1ccc(/C=C/C(=O)OCC(=O)NC(=O)NC(C)(C)C)cc1	-6	-5	-5	3	100	0.1	16	97	-6	-7	8
CCSCCc1nnc(NC(=O)Nc2cccc(C(F)(F)F)c2)s1	-2	-1	0	7	103	0.3	10	100	2	-2	11
Cc1ccc(CNC(=O)C(=O)NCC2OCCN2C(=O)c2cccs2)cc1 (stereo not given)	-8	-6	-9	-6	101	0.2	16	102	-5	-8	15
Fc1ccccc1Nc1nc(Cl)nc(Cl)n1	-3	0	-2	5	101	0.7	17	116	1	-3	10
CCOC(=O)c1c(NC(C)=O)sc2c(OCC(O)CN(CC)CC)c(Br)ccc12 (stereo not given)	-10	-8	-2	3	101	-0.3	68	98	-3	-9	27
CCOc1c2ccc(C(=O)N[C@H](C)C3CCCCC3)cc2nn1CC	0	0	-1	6	96	0.8	18	98	-3	-1	10
CCOc1ccc(C(C)=O)cc1NC(=O)/C=C\C(=O)O	-5	-5	-2	4	100	1.7	10	96	-3	-2	3
CC(=O)OCC(=O)Nc1ccccc1OC(F)F	-4	-3	-3	0	101	-0.3	16	101	-2	0	9
COc1ccc(N(CC(=O)NC2CCCCCC2)S(=O)(=O)c2c(C)nn(C)c2C)cc1	-4	-1	-1	20	95	2.4	16	95	0	-4	11
CCOC(=O)N1CCC(N(C(=O)Nc2ccc(CC)cc2)C(C)CC)CC1 (stereo not given)	-16	-5	-11	1	102	0.4	32	101	0	-10	11
CC(=O)C1C(=O)C=C(c2ccco2)CC1c1ccccc1 (stereo not given)	-1	0	-3	4	102	0.8	78	101	-1	-4	13
COC(=O)c1c(NC(=O)C2CC(=O)NN2Cc2ccccc2)sc(C)c1C (stereo not given)	0	-2	-4	1	104	0.3	20	104	-2	-4	26
C/C(=N\NC(=S)Nc1ccc(C)c(C)c1)c1ccc(N2CCOCC2)cc1	-2	-5	-5	1	100	0.0	14	100	-9	-8	5
COc1cccc(/C=N/n2c(N)c(S(=O)(=O)c3cccs3)c3nc4ccccc4nc32)c1	-9	8	-2	2	100	0.2	53	101	4	1	7
O=C(C1CCCO1)N1CCN(C(=S)Nc2ccc(Cl)cc2)CC1 (stereo not given)	-9	-6	-2	0	100	0.1	14	101	-5	-5	11
CC1(C)CC(NC(=O)C(=O)NCCc2ccc(Cl)cc2)CC(C)(C)N1	-5	-4	-1	3	96	0.9	11	100	-1	-4	3
O=C(CN1CCCCCC1)Nc1ccccc1	3	-5	-4	7	100	0.4	16	?	-1	-1	10
Cc1cc(C)nc(/N=C(\N)Nc2ccc(S(=O)(=O)Nc3nc(C)cc(C)n3)cc2)n1	-7	-3	0	2	95	0.9	17	91	0	-4	6
Cc1ccc(C(C[N+](=O)[O-])c2c(C)[nH]n(-c3ccccc3)c2=O)cc1 (stereo not given)	0	-4	4	2	94	1.8	8	97	-2	-3	3
O=C(NNc1nc2cc3c(cc2s1)OCO3)c1ccc(F)cc1	11	-4	4	-2	/	-0.1	15	/	0	-14	/
COc1ccc(-c2cc(C(F)(F)F)n3ncc(C(=O)NCC4CCCO4)c3n2)cc1 (stereo not given)	5	4	4	-1	80	0.3	12	79	-2	3	4
Cc1cc(C(=O)COC(=O)c2ccc[nH]c2=O)c(C)n1-c1ccccc1	-17	0	-4	6	98	1.4	10	96	2	0	18
COc1ccc(N(C(=O)CNC(=O)c2cccs2)C(C(=O)NCC2CCCO2)c2ccccc2)cc1 (stereo not given)	0	0	-1	2	100	-0.6	13	101	0	2	9
Cc1ccccc1NC(=S)N/N=C/C(C)c1ccccc1 (stereo not given)	0	0	1	11	99	-0.2	12	98	0	-13	10
COc1ccc(CCN2CC(C(=O)NC3CCCCC3)CC2=O)cc1OC (stereo not given)	-2	-2	-3	7	106	0.2	24	106	-3	-1	9
Cc1nc(S(=O)(=O)c2ccc(Br)cc2)nc2c1CCC2	-2	0	1	2	92	0.6	20	92	-1	-2	7

Bioassay records: PubChem BioAssay, NMMLSC
